Screening data (PubChem)
N370S GC mod – N370S glucocerebrosidase modulation, Gaucher chaperone candidate; P04062; 330,000 tested, 0.092% active; Potency, µM (titrated, usually from 59.4 µM), without a hit: at the highest dose activity change, negative = inhibition, usual class: inhibitors; N370S GC spleen homogenate, 4MU-glucoside fluorescence; AID 2101;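 further: 0% = full enzyme activity and -100% = no enzyme basal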
FEN1 inhibitor – human FEN1 inhibition. Recombinant FEN1 flap cleavage, fluorescence, 15 min. Potency, µM (doses to about 114 µM), inactives show at the top dose activity change, negative = inhibition, hits mostly inhibitors. 390,000 tested, 0.35% active; further: nearly all actives have a fitted effect of over 65% in size
Target sequence (P39748 whole entry, looked up): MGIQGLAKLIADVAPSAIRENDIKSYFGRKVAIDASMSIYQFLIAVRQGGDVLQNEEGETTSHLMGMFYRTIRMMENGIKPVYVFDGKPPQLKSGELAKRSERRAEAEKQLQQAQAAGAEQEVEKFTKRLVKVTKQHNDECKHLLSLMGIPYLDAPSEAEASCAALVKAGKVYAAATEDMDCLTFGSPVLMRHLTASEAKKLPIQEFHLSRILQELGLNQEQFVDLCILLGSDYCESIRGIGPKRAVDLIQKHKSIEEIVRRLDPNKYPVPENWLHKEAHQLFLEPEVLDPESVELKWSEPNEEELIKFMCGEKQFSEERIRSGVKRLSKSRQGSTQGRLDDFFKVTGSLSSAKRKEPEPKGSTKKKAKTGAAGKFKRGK
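FEN1 at 10 nM, compound pretreatment for 15 min (room temperature), 50 nM final substrate to initiate; endpoint reads at 0 and 15 min; DMSO-only plates used as vehicle background.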
TDP1 block – blocks human tyrosyl-DNA phosphodiesterase 1. 350,000 tested, 0.28% active. recombinant TDP1, AlphaScreen DNA substrate cleavage. Q9NUW8. Potency, µM (top dose mostly 130 µM), without a hit: at the highest dose activity change, negative = inhibition, actives largely listed as inhibitors; further: nearly all actives have a fitted effect of over 40% in size
Target sequence (Q9NUW8 whole entry, looked up): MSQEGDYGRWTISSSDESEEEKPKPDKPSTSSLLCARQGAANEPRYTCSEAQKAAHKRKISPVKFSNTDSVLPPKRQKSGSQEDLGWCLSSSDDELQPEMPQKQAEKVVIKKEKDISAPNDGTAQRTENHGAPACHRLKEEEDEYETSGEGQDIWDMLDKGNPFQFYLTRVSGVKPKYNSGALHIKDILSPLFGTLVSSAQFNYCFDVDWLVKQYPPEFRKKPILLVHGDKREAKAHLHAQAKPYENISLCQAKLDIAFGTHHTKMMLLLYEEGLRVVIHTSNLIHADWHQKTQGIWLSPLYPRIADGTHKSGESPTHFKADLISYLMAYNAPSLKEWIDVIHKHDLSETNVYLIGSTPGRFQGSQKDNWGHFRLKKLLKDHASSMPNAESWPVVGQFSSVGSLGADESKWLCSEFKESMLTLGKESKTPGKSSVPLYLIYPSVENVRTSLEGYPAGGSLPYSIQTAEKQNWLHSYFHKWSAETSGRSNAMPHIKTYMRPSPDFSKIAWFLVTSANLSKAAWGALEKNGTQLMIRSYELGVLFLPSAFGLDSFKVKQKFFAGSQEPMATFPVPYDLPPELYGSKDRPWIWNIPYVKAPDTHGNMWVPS
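E. coli-derived human Tdp1, 1 nM final. Cpd preinc 15 min RT; substrate 15 nM final, 5 min RT; AS bead mix 10 ug/ml final, 10 min RT. Signal loss = tyrosine-FITC cleavage. No-enzyme wells = max signal.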
* = called active by the depositor; ? = inconclusive; · = no result given; & = joins results of further samples; [ ] = dose if it differs, or a comment. The call rests on the fitted dose curve; in most records, active means well fitted curve in the direction sought with a large enough effect; inconclusive means small, poorly fitted or top-dose-only effect, or another doubt; inactive means no such curve, though single readings can be large; an effect the other way counts as inactive or inconclusive. Unless noted, on the % scale 0 is the no-effect control and ±100 the full control effect; potency means the concentration at half of the fitted maximal effect.

SMILES | N370S GC mod | FEN1 inhibitor | TDP1 block
COC(=O)CNC(=O)C1CCCN1C(=O)CNC(=O)OCc1ccccc1 (stereo not given) | -4% | 0% | ·
C=CCOn1c(-n2nc(C)cc2C)nc2ccccc2c1=O | -4% | -1% | ·
Cc1ccc(NC(=O)c2ccc(Cl)c(S(=O)(=O)N3CCCCCC3)c2)nc1 | 2% | -4% | 1%[0.505 µM]
COC(=O)c1cc2c(cc1Cl)N1CCCCCC1=NS2(=O)=O | 11% | -6% | ·
Cn1c(=O)n(CC(N)=O)c2ccccc21 | 1% | -9% | 5%
CC1=NN(C(=O)c2ccccc2Br)C(O)(c2cccnc2)C1 (stereo not given) | 2% | -4% | 2%
CNC(=O)N/N=C(\N)c1ccccn1 | -2% | -9% | 0%
CCN(CC)S(=O)(=O)c1cccc(NC(=O)COC(=O)CCc2nc3ccccc3s2)c1 | 0% | 2% | -1%
CCC(Oc1ccc(C)c(C)c1)C(=O)N1CCCN(C)CC1 (stereo not given) | -12% | 12% | 0%
Cc1cccc(-n2ccnc2SCC(=O)Nc2cccc(S(=O)(=O)NC3=NCCC3)c2)c1C | -4% | 5% | 8%
CC(=O)Nc1cccc(NC(=O)CSc2nc(=O)n(CCN3CCOCC3)c3c2CCC3)c1 | -17% | 0% | 0%
COc1ccc(CN(Cc2cccn2C)S(=O)(=O)c2ccc(F)cc2)cc1 | 1% | ? | 10%
Cc1ccc(S(=O)(=O)N(C)C)cc1NC(=S)N(C)C1CCN(C)CC1 | 1% | 14% | ·
O=C(NCc1n[nH]c(=S)n1-c1cccc(Cl)c1)c1ccc(S(=O)(=O)N2CCCCC2)cc1 | -4% | 2% | 6%
COc1ccc(CC(=O)Nc2c(C(=O)N3CCN(c4ncccn4)CC3)oc3ccccc23)cc1OC | -6% | -7% | 2%
Cc1cc(C(F)(F)F)n(-c2ccc(N)cc2)n1 | 7% | 0% | 0%
Cn1ncc(Cl)c1C(=O)N1CCN(S(=O)(=O)c2ccc(F)cc2)CC1 | -1% | 0% | 6%
Cc1c(NC(=S)NC(NC(=O)C(C)C)C(Cl)(Cl)Cl)c(=O)n(-c2ccccc2)n1C (stereo not given) | -1% | 6% | 0%
C/C(=C(/NC(=O)c1ccccc1)C(=O)O)c1ccco1 | 5% | -3% | ·
Cc1cccc(N2C(=O)N(CC(=O)C(C)(C)C)c3ccccc3S2(=O)=O)c1C | · | -10% | 5%
CSc1ccc2c(c1)N(CCC1CCCCN1C)c1ccccc1S2 (stereo not given) | -23%&-22%&-27%&-23% | ? | 12%
O=[N+]([O-])C(=C1Nc2ccccc2N1)C(Cl)=C(Cl)Cl | 10% | -5% | 12%
N/C(Cn1cncn1)=N\NC(=O)c1ccc(Cl)cc1Cl | 8% | 0% | 0%
COc1ccc(N(CC(=O)Nc2cc(OC)ccc2OC)S(=O)(=O)c2c(C)nn(C)c2C)cc1 | 5% | 3% | 2%
COc1cc(-c2ncc3ccccn23)cc(OC)c1OC | 28% | -17% | -3%
Cc1c2cnn(CC(=O)NCC(C)c3ccccc3)c(=O)c2c(C)n1Cc1cccc(Cl)c1 (stereo not given) | · | 20% | 0%
COc1ccc(NCC(=O)N/N=C/c2ccc3c(c2)OCCO3)cc1 | 3% | 10% | 3%
CCC(C)c1ccc(OCCCCN2CCOCC2)cc1 (stereo not given) | -8% | 2% | -1%
Cc1cnc(C(=O)OCC(=O)c2c[nH]c3ccccc23)cn1 | · | 1% | 0%
Cc1cccc(OCC(=O)Nc2ccccc2C(F)(F)F)c1 | 5% | -3% | -2%
CCCc1nn2c(=O)cc(COC(=O)c3ccc(NC(=O)C(C)Oc4ccccc4)cc3)nc2s1 (stereo not given) | · | 5% | 1%
NCCc1c(-c2ccccc2)n(-c2ccccc2)c2ccccc12 | -19% | 5% | 5%
O=C(NCCC1CCCCN1S(=O)(=O)c1ccccc1)C(=O)NC1CC1 (stereo not given) | -1% | 14% | -3%
C=Cc1cccc(NC(=O)c2ccc(NC(=O)c3ccco3)cc2)c1 | 4% | 3% | 2%[56.1 µM]
Cc1cc(C(=O)N/N=C/c2ccco2)c2ccccc2n1 | 1% | 0% | 5%
CCCNS(=O)(=O)c1ccc(OCC(=O)OC)cc1 | 2% | -11% | 0%
COc1ccccc1C(=O)Nc1ccc2oc(-c3cccc4c(Br)cccc34)nc2c1 | · | -16% | -15%[12.3 µM]
COc1cc(CNC2CCCCCC2)cc(OC)c1 | 2% | -2% | -4%
O=C(NCC(c1cccnc1)N1CCN(c2ccccc2F)CC1)c1ccccc1 (stereo not given) | -4% | -12% | 2%
CCn1c(SCC(=O)NNC(=O)c2ccc(OC)cc2)nnc1C1CC1 | -2% | 8% | 10%
Cn1cc(S(=O)(=O)c2ccccc2)c(=O)c2cc(F)c(N3CCN(c4ccc(F)cc4)CC3)cc21 | · | -8% | -2%
Cc1ccc(-c2nc3ncccn3c2NC(=O)C2CC2)cc1 | 0% | -1% | -6%
Cc1ccc(S(=O)(=O)N(C)C)cc1NC(=O)CN1C(=O)NC(Cc2ccccc2)C1=O (stereo not given) | -4% | 6% | 2%
O=C(NCc1ccccc1)C1(C(F)(F)F)CC(CCCO)CCCO1 (stereo not given) | 3% | 18%&-9% | 1%
COc1ccccc1C(=O)NCc1ccccn1 | 7% | -6% | 7%

Brought forward from above: 4 entries; new compounds follow.
SMILES | N370S GC mod | FEN1 inhibitor | TDP1 block
Cc1ccc(-c2nc3ncccn3c2NC(=O)C2CC2)cc1 | 0% | -1% | -6%
Cc1ccc(S(=O)(=O)N(C)C)cc1NC(=O)CN1C(=O)NC(Cc2ccccc2)C1=O (stereo not given) | -4% | 6% | 2%
O=C(NCc1ccccc1)C1(C(F)(F)F)CC(CCCO)CCCO1 (stereo not given) | 3% | 18%&-9% | 1%
COc1ccccc1C(=O)NCc1ccccn1 | 7% | -6% | 7%
O=C(C1CC(=O)N(c2ccc3c(c2)OCCO3)C1)N1CCN(c2ccccc2O)CC1 (stereo not given) | -2% | 19% | 3%
Oc1ccc(-c2nc3ccc(Cl)cn3c2Nc2ccc3c(c2)OCO3)cc1 | · | -7% | 9%
O=C(Nc1ccc(Cl)c(Cl)c1)Nc1cc(C(=O)NC2CC2)ccc1Cl | -10% | · | 1%
COc1ccc(NC(=O)/C(N=Nc2cc(S(=O)(=O)Nc3ccc(OC)cc3)ccc2OC)=C(\C)O)cc1 | 0% | 7% | 2%
CC1CCCCN1C(=O)c1cc2nc(-c3ccccc3)cc(-c3ccccc3)n2n1 (stereo not given) | -13% | 8% | -9%[56.1 µM]
CCOC(=O)NC(=O)c1cn(Nc2ncc(Cl)cc2C(F)(F)F)c(=O)[nH]c1=O | -2% | -6% | 0%
Cc1cccc(-n2c(=O)c(C#N)cc3c(=O)n4ccccc4nc32)c1 | ? | 1% | -1%
COc1ccc(S(=O)(=O)/C(C#N)=C/Nc2ccccc2F)cc1 | 8% | -3% | ·
COc1ccc(S(=O)(=O)N2CCN(C/C=C/c3ccccc3)CC2)cc1F | -7% | -6% | ·
Cc1sc2ncn(CC(=O)Nc3ccc(F)cc3Cl)c(=O)c2c1S(=O)(=O)N1CCN(c2ncccn2)CC1 | · | -3% | -3%
Cc1ccc(OCc2nc(C#N)c(NCc3ccc4c(c3)OCO4)o2)cc1 | ? | -6% | 11%
C=CCN(C(=O)c1cccc(C(F)(F)F)c1)C1(C(=O)Nc2ccccc2)CCN(C(C)C)CC1 | 0% | 10% | 2%
O=C(NC1CCCCC1)NC1CC2CCCC(C1)N2C1CCCC1 (stereo not given) | -3% | 0% | -2%
Cc1cc(=O)c2ccccc2[nH]1 | -13% | 5% | -3%
CS(=O)(=O)c1ccc(-c2nnn(CC(=O)Nc3ccc4c(c3)OCCO4)n2)cc1 | 3% | -3% | 0%
CC1(C)CC[C@]2(C(=O)O)CC[C@]3(C)C(=CCC4[C@@]5(C)CC[C@H](O)C(C)(C)C5CC[C@]43C)C2C1 (stereo not given in full) | 7% | -10% | -8%
CCOC(=O)c1c(NC(=O)Cc2cccs2)sc(C(=O)NC2CCCCC2)c1C | -2% | 5% | 0%
O=C(NCc1ccc(F)cc1)C1CCCN(C(=O)Nc2ccc(F)cc2)C1 (stereo not given) | -2% | -1% | 10%
COc1ccc(-n2c(=O)c3sc4ccccc4c3n(Cc3ccccc3C)c2=O)cc1OC | · | -4% | 1%
CCOC(=O)N1CCC(Nc2c(NCCCN(CC)c3cccc(C)c3)c(=O)c2=O)CC1 | -5% | 7% | 5%
O=C(NCCCN1CCCC1)c1ccc2c(c1)N(Cc1ccccc1F)C(=O)c1ccccc1S2=O (stereo not given) | -15% | 1% | 8%
Cc1nnc(SCc2cccc3ccccc23)s1 | -10% | -20% | 0%
Cc1cc(S(=O)(=O)NC2CCCCC2)c(C)s1 | -5% | 2% | -2%
O=C(Nc1nnc(SCC(=O)N2CCCCC2)s1)c1cccs1 | -3% | -5% | -2%
COc1ccccc1CNCc1cc(OC)c(OC)c(OC)c1 | -22% | -3% | -5%
CCOc1ccc(CCNS(=O)(=O)c2c(C)nc3scc(C)n3c2=O)cc1OCC | -10% | 2%&-6% | 9%&0%
COC(=O)[C@H](Cc1ccccc1)NC(=O)NCCc1ccc(S(N)(=O)=O)cc1 | 5% | -16% | 3%
O=C(Nc1ccc(O)c2c(=O)cc(-c3ccccc3Cl)oc12)c1ccc(Cl)c(Cl)c1 | 1%&7% | 11%&18% | 6%
COc1ccc(/C=N/NC(=O)c2cccc(COCC(F)(F)C(F)F)c2)cc1 | -27% | -19% | 3%
Cc1cccc(N(C)C(=O)c2coc(=O)c3ccccc23)c1 | 6% | -4% | -6%
Cc1cccc(COc2ccccc2C(=O)OCC(=O)N(C)c2c(N)n(Cc3ccccc3)c(=O)[nH]c2=O)c1 | -6% | -2% | -1%
Cc1ccc(S(=O)(=O)NNC(=O)Nc2ccc([N+](=O)[O-])cc2)c(C)c1 | -11% | -9% | 4%
O=C(NC1CC1)c1nc(Cn2ccc([N+](=O)[O-])n2)no1 | -11% | 9% | -14%[0.0935 µM]
O=C(O)CNC(=O)/C(=C\c1cccc([N+](=O)[O-])c1)NC(=O)c1ccco1 | 7% | 10% | -1%
O=C(CSc1ccc2nnc(-c3cccnc3)n2n1)NCc1ccc2c(c1)OCO2 | 2% | 1% | 7%
COc1ccc(CCNCC(=O)Nc2ccccc2C(F)(F)F)cc1 | -17% | -3% | 5%
CC(=O)Nc1ccc(NC(=O)Cc2ccc(-c3ccccc3)cc2)cc1 | -5% | -2% | 2%
C/C(CCN1CCCc2nc(C)c(C)cc21)=N\O[C@@H](C)CN1CCCc2nc(C)c(C)cc21 | 5%[12.8 µM] | · | 7%[21 µM]
Cc1ccc(/C=C2\SC(=S)N(NS(=O)(=O)c3ccc(C)cc3)C2=O)cc1 | -10% | -10% | ·
Cc1cc(C)n(-c2ccc(C(=O)NCC(=O)Nc3cc(Cl)ccc3Cl)cc2)n1 | · | 6% | 0%
O=C(CSc1ccccc1F)Nc1ccc2c(c1)OCO2 | · | -3% | 0%
O=C(NNC1=Nc2cccc3cccc1c23)c1ccc(Br)cc1 | 2% | 4% | -3%
CCOC(=O)/C(C(C)=O)=C1/OC(=O)c2ccccc21 | 7% | -10% | 6%
Cc1cc(C)c(NC(=S)NC(=O)c2ccc(-c3ccccc3)cc2)c(C)c1 | -1% | 5% | 3%

3 entries from above, set out differently.
Value order – N370S GC mod	FEN1 inhibitor	TDP1 block
> O=C(NNC1=Nc2cccc3cccc1c23)c1ccc(Br)cc1
  2%	4%	-3%
> CCOC(=O)/C(C(C)=O)=C1/OC(=O)c2ccccc21
  7%	-10%	6%
> Cc1cc(C)c(NC(=S)NC(=O)c2ccc(-c3ccccc3)cc2)c(C)c1
  -1%	5%	3%

Some of the entries above, reformatted.
Every second line gives: N370S GC mod, FEN1 inhibitor, TDP1 block
Cc1cc(C)n(-c2ccc(C(=O)NCC(=O)Nc3cc(Cl)ccc3Cl)cc2)n1
→ ·, 6%, 0%
O=C(CSc1ccccc1F)Nc1ccc2c(c1)OCO2
→ ·, -3%, 0%
O=C(NNC1=Nc2cccc3cccc1c23)c1ccc(Br)cc1
→ 2%, 4%, -3%
CCOC(=O)/C(C(C)=O)=C1/OC(=O)c2ccccc21
→ 7%, -10%, 6%

Three structures out of the list, arranged by length of the SMILES, largest number first:
SMILES | N370S GC mod | FEN1 inhibitor | TDP1 block
O=C(O)CNC(=O)/C(=C\c1cccc([N+](=O)[O-])c1)NC(=O)c1ccco1 | 7% | 10% | -1%
O=C(CSc1ccc2nnc(-c3cccnc3)n2n1)NCc1ccc2c(c1)OCO2 | 2% | 1% | 7%
CC(=O)Nc1ccc(NC(=O)Cc2ccc(-c3ccccc3)cc2)cc1 | -5% | -2% | 2%

Rows were taken by chance; any-hit rate near 0.53%.
